Assay outcomes (PubChem BioAssay)
PDI turbidity: inhibitors of human PDI, primary screen, biochemical, turbidity, single point, plate reader; Protein disulfide-isomerase (Homo sapiens), P07237; PDI insulin aggregation turbidity, A650, 90 min; inhibition, % at 10 µM; actives 0.052% (n = 350,000); AID 588391, 2011;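 active means mean inhibition across replicates of 30% or more, whatever share of single replicates reach that level; inconclusive means mean inhibition below 30% while every single replicate reaches 30%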;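 further: absorbance from insulin aggregation driven by PDI reduction with DTT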
Vif imaging: HIV Vif self-association inhibitors, primary screen, imaging, HEK293T, single point. actives 0.35% (n = 340,000). inhibition, % at 7.49 µM. AID 602346, 2012. HEK293T cells, Vif self-association by quenched fluorescence, 24 h; in the data active means inhibition above about 50%, passing the limit was not always enough; inconclusive means no clear call, values can overlap the other calls; inactive means below about 31%; further: some results filed as inactive read as strong as hits
HTR2A ag: mouse Htr2a agonists via beta-arrestin recruitment, primary screen, cell-based, luminescence; CHO-K1 mHTR2A beta-arrestin complementation; percent of 30 µM serotonin response; activation, % at 7.6 µM; actives 0.66% (n = 360,000); AID 624169, 2012;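 active means activation above a run cutoff, the mean activation of all tested compounds plus 3 SD, cut at about 14% in these data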;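 further: 0% = plate median of compound wells and 100% = 30 µM serotonin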
Cardio protect: cardioprotection against H2O2-induced cell death, primary screen, uHTS, H9c2 cells, ATPLite luminescence; protection from H2O2 cell death, % at 20 µM; AID 588492, 2011; actives 0.63% (n = 360,000); H9c2 cardiomyocytes, H2O2 injury protection, 2 h;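 active means compounds giving at least 50% protection of heart cells from peroxide-induced death in the single-dose screen, raw or plate-pattern-corrected value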;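 further: 0% = DMSO wells with peroxide and 100% = DMSO wells without peroxide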
MC4R antagonist: MC4R antagonists of cAMP signaling, primary screen, cell-based, TR-FRET, antagonist arm of biased-ligand search | Melanocortin receptor 4 (Homo sapiens), P32245 | MC4R-expressing cells, MTII-stimulated cAMP, LANCE TR-FRET | inhibition, % at 6.5 µM | actives 0.48% (n = 360,000);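 active means inhibition above its plate's cutoff, the mean of tested wells on that plate plus 3 SD, cut at about 29% in these data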;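 further: 0% = Melanotan II alone and 100% = Melanotan II plus saturating MCL0020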
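Assay system: U2OS-MC4R stable cell line; Also added: Melanotan II; Technique: Eu-cAMP/anti-cAMP TR-FRET, emission 671 nm; Times: 30-min compound, 1-h challenge, 1-h detection, room temperature.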
CaV13 ICDI inh: Primary screen for inhibitors of IQ motif and Ca2+-dependent inactivation inhibitor domain binding in CACNA1D, Förster resonance energy transfer in living cells, …. inhibition, % at 12.3 µM. AID 743397. actives 0.098% (n = 340,000). HEK cells, CFP/YFP FRET ICDI-IQ, plate reader, 10 min; percent FRET-ratio fall versus neutral wells;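 active means mean replicate inhibition of at least 30% and at least 1% of replicates passing that level; inconclusive means only one of the two criteria is met; inactive means neither criterion is met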;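 further: 0% = median of the neutral control wells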
aDG glyco up: activators of alpha-DG glycosylation, primary screen, uHTS, Pro5-aDG cells, AlphaScreen | activation, % at 10 µM | actives 0.22% (n = 360,000) | alpha-DG glycosylation AlphaScreen (IIH6); 0% Pro5, 100% B10-LARGE cell signal;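 active means activation of at least 8% versus controls, or a plate z-score of at least 8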;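 further: Pro5 are CHO cells carrying HIG-tagged alpha-DG that lacks glycosylation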
MC4R barr agon: MC4R agonists recruiting beta-arrestin, primary screen, cell-based, luminescence, agonist arm of biased-ligand search; AID 540308, 2011; activation, % at 8.9 µM; Melanocortin receptor 4 (Homo sapiens), P32245; actives 0.98% (n = 360,000); U2OS MC4R beta-arrestin complementation; percent of melanotan II response, DMSO zero;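 active means activation above a per-plate cutoff, the mean activation of sample wells on that plate plus 3 SD, cut at about 8% in these data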
N-glyco inh: increase of ERlucT glycosylation luciferase signal, primary screen, N-linked glycosylation inhibitor project, D54 ERlucT cells, luminescence, set 2. AID 588692, 2011. actives 0.23% (n = 360,000). D54 ERlucT glycosylation luciferase reporter, 24 h; percent of 100 nM tunicamycin response. reporter increase, % at 12.5 µM;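 active means mean luciferase reporter signal, scaled so untreated is 0 and the glycosylation-blocking control 100, at or above a set limit in every replicate; inconclusive means mean reaches the limit but not every replicate does; inactive means mean below the limit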;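 further: luciferase carries N-glycosylation sites so blocking glycosylation raises the light; 0% = median of neutral control wells and 100% = median of 100 nM tunicamycin wells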
ABCB6 inh 2: ABCB6 transporter inhibitors, primary screen, K562-ABCB6 cells, flow cytometry, MLPCN library | fluorescence ratio to DMSO, % at 10 µM | K562-ABCB6 porphyrin accumulation, 1 h; active compounds read low | actives 0.19% (n = 360,000);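 active means fluorescence ratio to DMSO below 75%, the collection mean minus 3 SD; inconclusive means too few cells collected in the well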;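 further: signal is porphyrin accumulated inside mitochondria; 100% equals median channel fluorescence of DMSO control wells; lower ratio means ABCB6 inhibition with less porphyrin fluorescence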
Target sequence (Q9NP58 whole entry, looked up): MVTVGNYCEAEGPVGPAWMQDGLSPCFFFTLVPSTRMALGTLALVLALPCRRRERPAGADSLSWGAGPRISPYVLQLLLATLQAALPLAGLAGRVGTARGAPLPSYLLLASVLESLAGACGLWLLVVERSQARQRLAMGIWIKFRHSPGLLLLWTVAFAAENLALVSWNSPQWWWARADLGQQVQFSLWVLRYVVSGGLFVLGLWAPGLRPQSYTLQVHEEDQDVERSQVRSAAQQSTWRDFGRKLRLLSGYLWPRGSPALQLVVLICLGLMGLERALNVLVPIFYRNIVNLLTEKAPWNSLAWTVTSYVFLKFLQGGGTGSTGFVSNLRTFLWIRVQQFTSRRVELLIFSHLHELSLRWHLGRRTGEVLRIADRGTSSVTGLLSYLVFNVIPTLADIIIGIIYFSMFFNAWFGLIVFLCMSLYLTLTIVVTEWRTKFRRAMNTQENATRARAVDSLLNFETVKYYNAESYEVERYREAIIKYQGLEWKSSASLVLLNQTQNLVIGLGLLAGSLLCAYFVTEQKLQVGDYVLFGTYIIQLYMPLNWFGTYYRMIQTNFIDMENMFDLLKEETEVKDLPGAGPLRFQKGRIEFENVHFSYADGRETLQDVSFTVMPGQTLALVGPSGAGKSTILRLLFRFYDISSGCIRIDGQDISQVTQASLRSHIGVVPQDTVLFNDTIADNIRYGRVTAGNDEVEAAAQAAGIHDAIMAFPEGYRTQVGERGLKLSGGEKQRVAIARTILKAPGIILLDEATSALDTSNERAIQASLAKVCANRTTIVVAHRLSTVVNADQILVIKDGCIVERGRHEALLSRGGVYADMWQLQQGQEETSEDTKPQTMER
* marks the source's active call; other numbers are inactive results; ? = inconclusive; / = no result given.

Sample of the layout (13 entries):
| canonical_smiles | PDI turbidity | Vif imaging | HTR2A ag | Cardio protect | MC4R antagonist | CaV13 ICDI inh | aDG glyco up | MC4R barr agon | N-glyco inh | ABCB6 inh 2 |
| --- | --- | --- | --- | --- | --- | --- | --- | --- | --- | --- |
| CC(C)(CO)NCc1c(OCc2ccc(Cl)cc2)ccc2ccccc12 | -18 | -5 | -4 | 6 | 1 | -3 | 1.0 | 3.1 | 6 | 95 |
| CC(C)(C)c1ccc(C(=O)N2CCN(CCNC(=O)C(=O)NCc3ccc(Cl)cc3)CC2)cc1 | -1 | -13 | 2 | -8 | 1 | / | 0.2 | 2.6 | -7 | 102 |
| CC(=O)NC(c1ccc2ccccc2c1)c1ccc2cccnc2c1O (centres undefined) | -1 | -7 | -9 | 35 | 16 | -5 | -0.7 | 0.6 | -9 | 99 |
| CCc1cccc(CC)c1N1C(=O)CSCC1=O | 2 | 9 | 5 | 3 | 0 | -6 | 0.1 | 0.2 | -2 | 102 |
| COCC(=O)Nc1nc(-c2ccc(-c3ccccc3)cc2)cs1 | -1 | 5 | 4 | -9 | -3 | -7 | 0.0 | -0.1 | -6 | 91 |
| CCOc1ccc(CCNC(=O)Nc2ccccc2C)cc1OCC | 14 | 0 | 5 | 7 | -5 | -4 | 0.0 | -1.0 | 0 | 99 |
| COc1ccc(Cl)cc1NS(=O)(=O)c1cccc(C(=O)NCCCN2CCOCC2)c1 | 19 | / | -5 | 15 | 2 | -12 | 2.0 | -1.6 | 2 | 97 |
| CCOc1cc(CN2CCCC(N3CCN(c4ccc(F)cc4)CC3)C2)ccc1OC (centres undefined) | 2 | 5 | -5 | -2 | 10 | -5 | 0.1 | 0.1 | -2 | 99 |
| NS(=O)(=O)c1cccc(NC(=O)COC(=O)CCC2CCCC2)c1 | 16 | 4 | 2 | 2 | -7 | -7 | -0.1 | -0.8 | 0 | 99 |
| Cc1onc(-c2ccccc2Cl)c1C(=O)Nc1ccc2c(c1)OCO2 | 1 | 1 | 6 | 8 | 16 | / | 0.0 | -1.4 | 0 | 108 |
| Cc1ccc(NC(=O)CN2C(=O)N/C(=C\c3ccco3)C2=O)cc1 | -3 | 3 | -3 | -1 | -1 | -4 | 0.2 | -0.7 | 4 | 98 |
| O=C(CN1CCN(c2ccccc2)CC1)Nc1cccc(C(F)(F)F)c1 | -5 | 0 | 6 | 0 | 18 | / | 0.0 | 6.4 | 1 | 103 |
| O=C(N/N=C/c1cccc(O)c1)c1ccc(COc2ccc3c(c2)CCC3)o1 | -4 | -4 | -4 | 30 | 9 | -1 | -0.3 | 5.2 | 0 | 94 |

Main list, from the start:
| canonical_smiles | PDI turbidity | Vif imaging | HTR2A ag | Cardio protect | MC4R antagonist | CaV13 ICDI inh | aDG glyco up | MC4R barr agon | N-glyco inh | ABCB6 inh 2 |
| --- | --- | --- | --- | --- | --- | --- | --- | --- | --- | --- |
| CC(C)(CO)NCc1c(OCc2ccc(Cl)cc2)ccc2ccccc12 | -18 | -5 | -4 | 6 | 1 | -3 | 1.0 | 3.1 | 6 | 95 |
| CC(C)(C)c1ccc(C(=O)N2CCN(CCNC(=O)C(=O)NCc3ccc(Cl)cc3)CC2)cc1 | -1 | -13 | 2 | -8 | 1 | / | 0.2 | 2.6 | -7 | 102 |
| CC(=O)NC(c1ccc2ccccc2c1)c1ccc2cccnc2c1O (centres undefined) | -1 | -7 | -9 | 35 | 16 | -5 | -0.7 | 0.6 | -9 | 99 |
| CCc1cccc(CC)c1N1C(=O)CSCC1=O | 2 | 9 | 5 | 3 | 0 | -6 | 0.1 | 0.2 | -2 | 102 |
| COCC(=O)Nc1nc(-c2ccc(-c3ccccc3)cc2)cs1 | -1 | 5 | 4 | -9 | -3 | -7 | 0.0 | -0.1 | -6 | 91 |
| CCOc1ccc(CCNC(=O)Nc2ccccc2C)cc1OCC | 14 | 0 | 5 | 7 | -5 | -4 | 0.0 | -1.0 | 0 | 99 |
| COc1ccc(Cl)cc1NS(=O)(=O)c1cccc(C(=O)NCCCN2CCOCC2)c1 | 19 | / | -5 | 15 | 2 | -12 | 2.0 | -1.6 | 2 | 97 |
| CCOc1cc(CN2CCCC(N3CCN(c4ccc(F)cc4)CC3)C2)ccc1OC (centres undefined) | 2 | 5 | -5 | -2 | 10 | -5 | 0.1 | 0.1 | -2 | 99 |
| NS(=O)(=O)c1cccc(NC(=O)COC(=O)CCC2CCCC2)c1 | 16 | 4 | 2 | 2 | -7 | -7 | -0.1 | -0.8 | 0 | 99 |
| Cc1onc(-c2ccccc2Cl)c1C(=O)Nc1ccc2c(c1)OCO2 | 1 | 1 | 6 | 8 | 16 | / | 0.0 | -1.4 | 0 | 108 |
| Cc1ccc(NC(=O)CN2C(=O)N/C(=C\c3ccco3)C2=O)cc1 | -3 | 3 | -3 | -1 | -1 | -4 | 0.2 | -0.7 | 4 | 98 |
| O=C(CN1CCN(c2ccccc2)CC1)Nc1cccc(C(F)(F)F)c1 | -5 | 0 | 6 | 0 | 18 | / | 0.0 | 6.4 | 1 | 103 |
| O=C(N/N=C/c1cccc(O)c1)c1ccc(COc2ccc3c(c2)CCC3)o1 | -4 | -4 | -4 | 30 | 9 | -1 | -0.3 | 5.2 | 0 | 94 |
| O=C(CCn1c(=O)[nH]c2ccccc2c1=O)N1CCN(c2ccc(Cl)cc2)CC1 | -6 | 2 | 2 | -2 | 7 | -4 | 0.5 | 0.7 | -1 | 99 |
| COc1ccccc1-n1c(CNC(=O)c2cccs2)n[nH]c1=S | 8 | -2 | 0 | 1 | 0 | -4 | 0.2 | 0.0 | 0 | 98 |
| Nc1ccn(CCCN2CCN(C(=O)C3CC3)CC2)c(=O)n1 | 6 | / | -1 | -2 | 25 | -2 | -0.3 | -0.1 | 1 | 103 |
| CCN(CC)CCNC(=O)C1c2cc(OC)c(OC)cc2C(=O)N2CCc3ccccc3C12 (centres undefined) | 8 | -8 | -1 | 17 | 7 | -4 | -0.2 | -1.6 | 3 | 94 |
| COc1ccc(CN2C(=O)c3ccccc3C(/C=N\OCc3ccc(F)cc3)C2=O)cc1 (centres undefined) | 10 | 6 | -3 | 21 | 7 | -1 | -0.2 | -2.4 | 1 | 100 |
| COc1cccc(CN2CCN(Cc3cccc(Oc4ccccc4)c3)CC2)c1OC | 5 | / | -8 | -12 | -4 | -19 | 0.3 | 2.3 | 1 | 101 |
| COc1ccccc1NC(=O)c1oc2ccccc2c1NC(=O)c1ccco1 | 1 | ? | -2 | 13 | 0 | -8 | 0.5 | 0.8 | 3 | 99 |
| O=S(=O)(N1CCOCC1)N1CCOCC1 | -1 | -5 | -4 | -3 | 9 | -2 | 0.1 | -1.1 | 0 | 101 |
| CCO[C@H]1OC(C(=O)N2CCN(C)CC2)=C[C@@H](c2ccc3c(c2)OCO3)[C@@H]1CCCO | -1 | -8 | 4 | -3 | 7 | -6 | -0.1 | 0.4 | 2 | 95 |
| CC(=O)Nc1cccc(Oc2ncnc3scc(-c4ccc(C)cc4)c23)c1 | 8 | -17 | 3 | 8 | 6 | -3 | 0.1 | 2.0 | -2 | 95 |
| CN(C)c1ccc(/C=N/n2cnn(Cc3ccccc3Cl)c2=S)cc1 | 15 | -3 | 0 | -16 | -9 | 0 | -0.4 | 4.8 | 0 | 94 |
